p53ts 39C tox: cytotoxicity in p53ts cells at nonpermissive temperature | H1299-p53A138V viability at 39C, ATP luminescence, 24 h | Potency, µM (doses to about 46.1 µM), for the others: at the top dose activity change, negative = cell killing, usual class: cytotoxic | hit rate 1.5% among 130,000 | AID 902; further: nearly all actives have a fitted effect of over 55% in size
IkB signaling: IkB pathway inhibition in ABC-DLBCL cells. ABC-DLBCL IkBa-CBG/CBR dual luciferase ratio, 4 h; response scale: scaled: untreated 0%, proteasome inhibitor 100%. Potency, µM (top dose mostly 57.1 µM), inactives show at the highest dose IkBa stabilization activation. hit rate 0.04% among 110,000. AID 445; active means well fitted curve in the direction sought with a large enough effect in the signal ratio, not every such curve was filed as active; inconclusive means small, poorly fitted or top-dose-only effect, or a change in a side signal; the % refers to the signal ratio;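 further: the direction sought is a rising ratio; 0% = basal untreated cells and 100% = reference inhibitor full response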
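Curves were fitted separately to fusion (green), unfused (red) and ratio luminescence, then classed by r2, magnitude and activity. Cells: OCI-Ly3, 4 h compound plus doxycycline at 37C; 10 uM MG-132 defined full response.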
Imprint erasure: genomic imprint erasure induction. mouse ES Peg3-LacZ reporter, beta-gal luminescence, 40 h. Potency, µM (doses to about 60.7 µM), without a hit: at the highest dose activity change, positive = activation, hits mostly activators. hit rate 0.02% among 110,000;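 further: 0% = negative control wells on the plate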
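Readout: BetaGlo luminescence (5 min, room temp) for LacZ from the normally silent maternal Peg3 allele in female Peg3LacZ-Neo ES cells. Cells 300/well, 40 h, 37C, 5% CO2. Data normalized per plate to negative controls.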
p53ts 32C tox: p53ts cell cytotoxicity, permissive temperature | H1299-p53A138V at 32C, ATP luminescence viability, 24 h | Potency, µM (highest dose often 46.1 µM), for the others: at the highest dose activity change, negative = cytotoxicity, usual class: cytotoxic | hit rate 0.93% among 130,000;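 further: 0% = DMSO and -100% = full killing by reference compound; nearly all actives have a fitted effect of over 55% in size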
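ATP-content luminescence (ATPlite) read-out after 24 h compound exposure at 32C in H1299-p53A138V cells (600/well). Tested up to 46 uM. Normalized to DMSO (0%) and 100 uM tamoxifen (100% killing); Hill-fit AC50.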
* hit, by the source's call; [ ] = another dose, or the depositor's remark. Unless noted, the call rests on the fitted dose curve; in most records, active means well fitted curve in the direction sought with a large enough effect; inconclusive means small, poorly fitted or top-dose-only effect, or another doubt; inactive means no such curve, though single readings can be large; an effect the other way counts as inactive or inconclusive. Unless noted, on the % scale 0 is the no-effect control and ±100 the full control effect; potency means the concentration at half of the fitted maximal effect.

`CCOC(=O)c1c(N)sn(-c2ccccc2)c1=S` gave p53ts 39C tox 0%, IkB signaling -3.2%, Imprint erasure -8% and p53ts 32C tox -5%.
CCOCCCn1c(SCC(=O)Nc2cc(C)ccc2C)nc2c(oc3ccccc32)c1=O was read as p53ts 39C tox 13%, IkB signaling -0.9%, Imprint erasure -9%[10.9 µM] and p53ts 32C tox 5%.
Screening CCCn1c(SCC(N)=O)nnc1-c1ccco1 returned p53ts 39C tox -3%, IkB signaling 0.0%, Imprint erasure -5% and p53ts 32C tox 15%.
`COc1ccc(S(=O)(=O)NCC2CCC(C(=O)N3CCC4(CC3)OCCO4)CC2)cc1` (stereo not drawn) gave p53ts 39C tox -5%, IkB signaling 0.0%, Imprint erasure -7% and p53ts 32C tox -3%.
O=C(O)CCC(=O)NCCn1c(-c2ccccc2)csc1=Nc1ccccc1 was read as p53ts 39C tox 4%, IkB signaling 1.3%, Imprint erasure 0% and p53ts 32C tox -5%.
Screening CS(=O)(=O)N1CCC(C(=O)Nc2cccc(C(F)(F)F)c2)CC1 returned p53ts 39C tox 1%, IkB signaling 2.5% and p53ts 32C tox -12%.
`CC(=O)N1CC2(CC2)CC1c1ccccc1` (stereo not drawn) gave p53ts 39C tox 2%, Imprint erasure -9% and p53ts 32C tox 12%.
`O=C(NCC1COc2ccccc2O1)c1ccc(NC(=O)C2CCCO2)cc1` (stereo not drawn) gave p53ts 39C tox -1%, IkB signaling 0.5%, Imprint erasure -2% and p53ts 32C tox 5%.
For COc1cccc(-c2noc(C3CCCN(C(=O)Cc4ccccc4)C3)n2)c1 (stereo not drawn) the results were p53ts 39C tox -10%, IkB signaling 0.6%, Imprint erasure -12% and p53ts 32C tox 0%.
Nc1c(C(=O)NCc2ccccc2)nnn1Cc1cccc(Br)c1 was read as p53ts 39C tox inconclusive, IkB signaling -1.5%, Imprint erasure -9%[10.9 µM] and p53ts 32C tox 7%.
For CCN(CC)S(=O)(=O)c1cccc(-c2nnc(SC(C)C(=O)NCCC3=CCCCC3)o2)c1 (stereo not drawn) the results were p53ts 39C tox 0%, IkB signaling 6.3%, Imprint erasure -21% and p53ts 32C tox 7%.
`CN1C=CC(=C2C(=O)c3ccccc3C2=O)C=C1` gave p53ts 39C tox 10µM*, IkB signaling -0.1%, Imprint erasure -88%[inhibitor] and p53ts 32C tox 13µM*.
Screening CCOc1ccc(-n2c(=O)c3c(C)c(C)sc3n(CC(=O)Nc3ccc(CC)cc3)c2=O)cc1 returned p53ts 39C tox inconclusive, IkB signaling inconclusive, Imprint erasure -7%[10.9 µM] and p53ts 32C tox -22%.
For Cc1cccc(C(=O)Nc2cccc(OCc3cc(=O)n4c(C)csc4n3)c2)c1 the results were p53ts 39C tox -15%, IkB signaling inconclusive, Imprint erasure -10%[10.9 µM] and p53ts 32C tox -15%.
`COCCCNC(=O)CN(c1cccc(Cl)c1)S(C)(=O)=O` gave p53ts 39C tox 12%, IkB signaling 2.1%, Imprint erasure -3% and p53ts 32C tox -14%.
`Cc1cc(-c2ccc(C)c(S(=O)(=O)NCC3CCN(Cc4ccc(F)cc4)CC3)c2)on1` gave p53ts 39C tox inconclusive, IkB signaling -2.4%, Imprint erasure -14%[10.9 µM] and p53ts 32C tox 0%.
For CC(C)c1nc(-c2c(N)n(C)c(=O)n(C)c2=O)sc1C(=O)C(C)(C)C the results were p53ts 39C tox 2%, IkB signaling 0.2%, Imprint erasure -5% and p53ts 32C tox 2%.
Screening COc1ccc(OC)c(NCc2cccn2-c2nnc(N3CCC(C)CC3)s2)c1 returned p53ts 39C tox 9%, IkB signaling -3.1%, Imprint erasure -27%[10.9 µM] and p53ts 32C tox -22%.
CC1CCC(NC(=O)c2ccc(CS(=O)(=O)c3cccc(C(F)(F)F)c3)o2)CC1 (stereo not drawn) was read as p53ts 39C tox -4%, IkB signaling 1.2%, Imprint erasure -9%[10.9 µM] and p53ts 32C tox 12%.
`COC(=O)c1ccc(Oc2nc3c(c(=O)n(C)c(=O)n3C)n2C(C)C)cc1` gave p53ts 39C tox -12%, IkB signaling -2.2%, Imprint erasure -10%[10.9 µM] and p53ts 32C tox 0%.

4 records drawn at random from the list so far:
For COc1cccc(-c2noc(C3CCCN(C(=O)Cc4ccccc4)C3)n2)c1 (stereo not drawn) the results were p53ts 39C tox -10%, IkB signaling 0.6%, Imprint erasure -12% and p53ts 32C tox 0%.
Screening CCCn1c(SCC(N)=O)nnc1-c1ccco1 returned p53ts 39C tox -3%, IkB signaling 0.0%, Imprint erasure -5% and p53ts 32C tox 15%.
For Cc1cccc(C(=O)Nc2cccc(OCc3cc(=O)n4c(C)csc4n3)c2)c1 the results were p53ts 39C tox -15%, IkB signaling inconclusive, Imprint erasure -10%[10.9 µM] and p53ts 32C tox -15%.
`CN1C=CC(=C2C(=O)c3ccccc3C2=O)C=C1` gave p53ts 39C tox 10µM*, IkB signaling -0.1%, Imprint erasure -88%[inhibitor] and p53ts 32C tox 13µM*.

As a short view, some entries already given.
For COc1cccc(-c2noc(C3CCCN(C(=O)Cc4ccccc4)C3)n2)c1 (stereo not drawn) the results were p53ts 39C tox -10%, IkB signaling 0.6%, Imprint erasure -12% and p53ts 32C tox 0%.
Nc1c(C(=O)NCc2ccccc2)nnn1Cc1cccc(Br)c1 was read as p53ts 39C tox inconclusive, IkB signaling -1.5%, Imprint erasure -9%[10.9 µM] and p53ts 32C tox 7%.
For CCN(CC)S(=O)(=O)c1cccc(-c2nnc(SC(C)C(=O)NCCC3=CCCCC3)o2)c1 (stereo not drawn) the results were p53ts 39C tox 0%, IkB signaling 6.3%, Imprint erasure -21% and p53ts 32C tox 7%.
`CN1C=CC(=C2C(=O)c3ccccc3C2=O)C=C1` gave p53ts 39C tox 10µM*, IkB signaling -0.1%, Imprint erasure -88%[inhibitor] and p53ts 32C tox 13µM*.
Screening CCOc1ccc(-n2c(=O)c3c(C)c(C)sc3n(CC(=O)Nc3ccc(CC)cc3)c2=O)cc1 returned p53ts 39C tox inconclusive, IkB signaling inconclusive, Imprint erasure -7%[10.9 µM] and p53ts 32C tox -22%.

(continued)
Screening CC(=O)N1c2c(cc(Br)cc2S(=O)(=O)NCC2COc3ccccc3O2)CC1C (stereo not drawn) returned p53ts 39C tox 0%, IkB signaling inconclusive, Imprint erasure -12% and p53ts 32C tox 9%.
For CCCCCCC(=O)NCC(=O)OCC(=O)c1ccccc1 the results were p53ts 39C tox 1%, IkB signaling 1.3% and p53ts 32C tox 2%.
`CCCNC(=O)C1CCN(Cc2cc3ccccc3n2Cc2ccccc2)CC1` gave p53ts 39C tox -11%, IkB signaling inconclusive, Imprint erasure -11%[10.9 µM] and p53ts 32C tox 3%.
`COc1ccccc1Cc1nc2ccccc2nc1SCC(=O)Nc1ccccc1C(F)(F)F` gave p53ts 39C tox -24%, IkB signaling 1.3%, Imprint erasure -7%[10.9 µM] and p53ts 32C tox 6%.
COc1ccc(C2(C(=O)NCC3CCCO3)CCOCC2)cc1 (stereo not drawn) was read as p53ts 39C tox -2%, IkB signaling -5.2%, Imprint erasure -11% and p53ts 32C tox -7%.
CC12CN(C(=O)c3ccccc3)C3(C#N)CC1CCC23C (stereo not drawn) was read as p53ts 39C tox 5%, IkB signaling -0.6%, Imprint erasure -21% and p53ts 32C tox 8%.
For CCCCn1c(SCc2cc(=O)[nH]c3ccccc23)nc2c1c(=O)n(C)c(=O)n2C the results were p53ts 39C tox 5%, IkB signaling 0.0%, Imprint erasure 1% and p53ts 32C tox 2%.
Cc1coc2c(C)c3oc(=O)c(CC(=O)NCc4ccccc4)c(C)c3cc12 was read as p53ts 39C tox -20%, IkB signaling -0.5%, Imprint erasure -10%[10.9 µM] and p53ts 32C tox 7%.
COc1ccccc1NC(=O)c1ccccc1NS(=O)(=O)N1CCCC1 was read as p53ts 39C tox -10%, IkB signaling 5.9%, Imprint erasure -6% and p53ts 32C tox 1%.
O=C(C1CCCN(S(=O)(=O)c2cccc3nonc23)C1)N1CCC(Cc2ccccc2)CC1 (stereo not drawn) was read as p53ts 39C tox -4%, IkB signaling inconclusive, Imprint erasure inconclusive and p53ts 32C tox 18%.
Screening Cc1sc2ncnc(SC(C)C(=O)N3c4ccccc4Sc4ccccc43)c2c1C (stereo not drawn) returned p53ts 39C tox 3% and p53ts 32C tox 12%.
For CCOc1ccc(N2C(=O)CS(=O)(=O)C23C(=O)N(Cc2cccc(Cl)c2)c2ccccc23)cc1 (stereo not drawn) the results were p53ts 39C tox 7%, IkB signaling inconclusive, Imprint erasure 13%[10.9 µM] and p53ts 32C tox 4%.
`COc1ncc2nc(-c3ccc(Cl)cc3)c(=O)n(CCc3ccccc3)c2n1` gave p53ts 39C tox -8%, IkB signaling -1.1%[11.4 µM] and p53ts 32C tox -6%.
Screening O=C(Nc1c(C(=O)N2CCC(N3CCCCC3)CC2)oc2ccccc12)c1c(F)cccc1F returned p53ts 39C tox 10%, IkB signaling 3.5%, Imprint erasure -10%[10.9 µM] and p53ts 32C tox -5%.
`COc1ccc(OC)c(S(=O)(=O)NCc2cn3c(C)csc3n2)c1` gave p53ts 39C tox 9%, IkB signaling -0.2%, Imprint erasure -2% and p53ts 32C tox 6%.
`CCc1nc(SCC(=O)NCc2ccco2)c2c(=O)n(C)c(=O)n(C)c2n1` gave p53ts 39C tox 9%, IkB signaling 2.5%, Imprint erasure -3% and p53ts 32C tox 4%.
For CS(=O)(=O)Nc1cccc(-c2nccc(-n3ccnc3)n2)c1 the results were p53ts 39C tox -6%, IkB signaling -0.5%[11.4 µM], Imprint erasure -7% and p53ts 32C tox 1%.
Screening Cc1ccc(C)c(NC(=O)CN2C(=O)CSc3nc(C)cc(C)c32)c1 returned p53ts 39C tox -20%, IkB signaling -1.4%, Imprint erasure -16%[10.9 µM] and p53ts 32C tox -7%.
For COc1ccc2c(c1)c1c(c(=O)n(-c3ccccc3C)c(=O)n1Cc1ccccc1C)n2C the results were p53ts 39C tox 31%[activator], IkB signaling -2.2%, Imprint erasure 17%[10.9 µM] and p53ts 32C tox 6%.
Cc1ccccc1CC1C(=O)Nc2ccc(Br)cc21 (stereo not drawn) was read as p53ts 39C tox inconclusive, IkB signaling 8.7%, Imprint erasure -7%[10.9 µM] and p53ts 32C tox 5%.
`CN1CCCC(n2nc(Cc3ccc(Cl)cc3)c3ccccc3c2=O)CC1` (stereo not drawn) gave p53ts 39C tox -16%, Imprint erasure -9% and p53ts 32C tox -16%.
For O=S(=O)(NCC(c1ccco1)N1CCOCC1)c1cc(F)ccc1F (stereo not drawn) the results were p53ts 39C tox 20%, IkB signaling 3.1%, Imprint erasure 16%[10.9 µM] and p53ts 32C tox 2%.
Cc1ccc(C(=O)CSc2nnc(-c3ccco3)n2CC2CCCO2)cc1 (stereo not drawn) was read as p53ts 39C tox -6%, IkB signaling inconclusive, Imprint erasure -1% and p53ts 32C tox 0%.
Cn1nc(-c2ccc(OCC(=O)Nc3cccnc3)cc2)c2ccccc2c1=O was read as p53ts 39C tox -4%, IkB signaling inconclusive, Imprint erasure -18% and p53ts 32C tox 5%.
CCOC(=O)C1CCN(Cc2nc3ccccc3c(=O)n2-c2ccc(OCC)cc2)CC1 was read as p53ts 39C tox 4%, IkB signaling inconclusive, Imprint erasure -12% and p53ts 32C tox 6%.
O=C(CS(=O)(=O)Cc1ccccc1)Nc1ccc(Cl)cn1 was read as p53ts 39C tox -8% and p53ts 32C tox 18%.
For Cc1ccc(CNC(=O)CNS(=O)(=O)c2cccs2)cc1 the results were p53ts 39C tox -17%, IkB signaling -0.1%, Imprint erasure -13%[10.9 µM] and p53ts 32C tox 2%.
Cc1oc(-c2cccc(Cl)c2)nc1CN1CCCC(C(=O)NCc2ccco2)C1 (stereo not drawn) was read as p53ts 39C tox -14%, IkB signaling inconclusive, Imprint erasure inconclusive and p53ts 32C tox -11%.
For Clc1ccc(CSc2nc3ncccc3[nH]2)cc1 the results were p53ts 39C tox 10µM*, IkB signaling -1.6%, Imprint erasure -28%[10.9 µM] and p53ts 32C tox 13µM*.
`CCN1C(=O)c2ccccc2Sc2ccc(NC(=O)c3ccc(Cl)cc3)cc21` gave p53ts 39C tox -22%, IkB signaling inconclusive, Imprint erasure 6%[10.9 µM] and p53ts 32C tox -7%.

Screens (PubChem)
